Salmonella PhoP GFP: PhoP-dependent GFP reporter repression – Salmonella Typhimurium, primary screen (AID 1863); S. Typhimurium PhoP-regulated promoter GFP reporter, 4 h; higher % means a stronger effect; one-dose inhibition, % at 50 µM; IC50 in µM for titrated hits; hit rate 0.16% among 300,000;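 active means inhibition over 29.93%, a cutoff 3 SD above the screen mean, later confirmed by dose response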;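 further: 0% = low Mg2+ inducing control and 100% = high Mg2+ repressing control; strong numbers were not always called active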
T cell HTS: T cell immune modulators affecting CD8 T cell-vesicle binding; 2C CD8+ T cell-vesicle binding, flow cytometry; stronger effect = lower value; calls only at 7 µM; hit rate 0.068% among 330,000; AID 2052;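 active means response, share of CD8 T cells binding vesicles, and their 90th percentile fluorescence all below set limits, cut at about 80% in these data, passing the limit was not always enough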
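Material: 2C TCR transgenic mouse naive CD8+ T cells, MACS-purified. Also added: QL9-charged Drosophila Ld/ICAM-1/B7-1 vesicles. Timing: binding 1.5 h at 37 °C. Measured by: high-throughput flow cytometry with anti-B7-1 and anti-CD8 staining. Read-out: percent CD8+ FL2 mean versus row control. Controls: Unloaded micro-vesicles (low), QL9 vesicles with 0.7% DMSO (high).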
T cell HTS vesicle-bound %: second read-out of T cell HTS, no call of its own (marks repeat the call); double positive events, %; measured here: CD8+ vesicle-bound cell fraction;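 binding gate set so that unloaded-vesicle control wells show 10% double positive cells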
An asterisk follows results filed as active; i = inactive.

Compound | Salmonella PhoP GFP | T cell HTS | T cell HTS vesicle-bound %
O=C(Nc1cccc(S(=O)(=O)NC2=NCCC2)c1)c1ccccc1OC(F)F | 1.8% | i | 55.6
CC(=O)C(C)Sc1nnc(-c2ccccc2F)n1C1CC1 (stereo not drawn) | 5.0% | i | 25.3
COc1ccccc1Nc1nc(NCCO)nc(N2CCCC2)n1 | -0.3% | i | 25.9
O=C(NC12CC3CC(CC(C3)C1)C2)c1ccc([N+](=O)[O-])cc1 | -6.7% | i | 31.0
CN(CC(=O)Nc1ccc(F)cc1)C(=O)COC(=O)c1ccc(-c2ccccc2)cc1 | -15.4% | i | 15.0
COc1ccc(NC(=O)CN(C)C(=O)c2ccc(NC3CC3)c([N+](=O)[O-])c2)cc1 | -1.9% | i | 49.7
CCCN(CC(=O)Nc1ccccc1OC)C(=O)CCC(=O)c1ccc(F)cc1 | 2.3% | i | 36.4
COCCN=C1N[C@@H](c2ccccc2)C(C(=O)OC)=C(C)N1Cc1ccccc1 | -5.1% | i | 59.9
COc1cc(C#N)ccc1OC(=O)C1CCN(C(=O)c2ccc(F)cc2)CC1 | 11.2% | i | 27.9
COc1ccc(Cc2nc3ccc(C(=O)NCCSC)cc3o2)cc1 | -1.9% | i | 65.2
CC(C)=CCc1c(O)c(CC=C(C)C)c2c(c1O)-c1cc(O)c(O)cc1CC2 | -8.3% | i | 41.7
CCCNC(=O)C(=O)Nc1ccc2c(c1)N(S(=O)(=O)c1cccs1)CCC2 | 5.4% | i | 53.6
COc1ccc(-c2csc(NC(=O)C3CSC4(C)CCC(=O)N34)n2)cc1OC (stereo not drawn) | 1.0% | i | 40.3
Cc1ccc(S(=O)(=O)NCCS(=O)(=O)N2CCN(c3ccc(F)cc3)CC2)cc1 | -6.7% | i | 49.5
Cc1ccc(C(=O)CCC(=O)OCC(=O)N(C)c2c(N)n(Cc3ccccc3)c(=O)[nH]c2=O)cc1 | 11.3% | i | 35.1
Cc1cc(NC(=O)COC(=O)c2ccc(S(=O)(=O)C(F)F)cc2)n(-c2ccccc2)n1 | -8.7% | i | 33.3
CCOC(=O)CN(C)C(=O)C1CCCN1C(=O)OC(C)(C)C (stereo not drawn) | -0.3% | i | 17.3
O=C(Cn1c(=O)cnc2ccccc21)NC1CCC(O)CC1 (stereo not drawn) | 10.2% | i | 1.5
COc1cccc(CN(C)C(=O)CNC(=O)c2sc3ccccc3c2Cl)c1OC | -5.2% | i | 43.5
CCN(CC(=O)Nc1c(F)cccc1F)C(=O)CCc1nc2cc(S(=O)(=O)N3CCOCC3)ccc2n1C | -5.6% | i | 23.2
CCc1noc(C)c1C(=O)Nc1ccc(S(=O)(=O)N2CCCC(C)C2)cc1 (stereo not drawn) | -1.5% | i | 25.4
COc1ccc(CC(=O)N/N=C/c2cc([N+](=O)[O-])cc(Br)c2O)cc1 | 4.6% | i | 20.3
CCOc1ccc(CCNC(=O)CN2C(=O)NC3(CCCc4ccccc43)C2=O)cc1OCC (stereo not drawn) | -9.2% | i | 39.2
Cc1ccc(C(=O)C(C)OC(=O)Cc2c[nH]c3ccccc23)cc1 (stereo not drawn) | 13.7% | i | 49.3
CC(Oc1cccc(Cl)c1)C(=O)Nc1cc(S(=O)(=O)N2CCCCC2)ccc1N1CCOCC1 (stereo not drawn) | 7.9% | i | 37.0
Cc1ccc(CC2C(=O)N(c3ccccc3)C(=O)C2C)cc1 (stereo not drawn) | 4.6% | i | 70.8
CC(C(=O)Nc1ccc(C#N)cc1)N(C)Cc1cccs1 (stereo not drawn) | 0.0% | i | 24.2
CCN1C(=O)CSC1=Nc1ccccc1Cl | -4.5% | i | 45.4
COc1ccccc1N1CCN(CCC(=O)Nc2ccc(F)cc2)CC1 | -1.4% | i | 49.0
COCCn1ccc2c(OCC(=O)NCCc3ccccc3)cccc2c1=O | 3.9% | i | 49.9
COc1ccc(Cc2nnc(SCC(=O)Nc3c(C)cccc3C)[nH]c2=O)cc1 | 5.2% | i | 55.4
Cc1ccc(CN2C(=O)C3CCCN3c3ncccc32)cc1 (stereo not drawn) | 1.3% | i | 18.1
Cc1cccn2c(=O)nc(SCC(=O)N3CC(C)OC(C)C3)nc12 (stereo not drawn) | -0.1% | i | 41.1
CCN(CC(=O)Nc1ccc(NC(C)=O)cc1)C(=O)COc1ccc2ccccc2c1 | -6.2% | i | 56.9
COc1cc(Cl)cc(/C=C/c2ccc3cccc(O)c3n2)c1OC | 3.8% | i | 30.8
CC#CCN1c2ccccc2[C@]23C[C@@H](C(=O)OC)N(C(=O)NCCBr)C2=NC(C(=O)OC)=C(C(=O)OC)[C@H]13 | -5.7% | i | 36.5
CNc1nc2c(N)ncnc2n1[C@H]1O[C@@H](CO)[C@H](O)[C@@H]1O | -1.6% | i | 45.1
Cc1ccc(S(=O)(=O)N2CCN(c3ccccc3)CC2)cc1C | -0.8% | i | 61.2
On1ccccc1=S | 1.1% | i | 13.5
Cc1ccc(C(=O)NNC(=O)c2csc(N3CCOCC3)n2)o1 | -1.2% | i | 6.7
O=C(Cc1ccc(F)cc1)NC1CCS(=O)(=O)C1 (stereo not drawn) | 8.7% | i | 16.6
CCN(c1ccccc1)S(=O)(=O)c1cccc(C(=O)NCC(c2cccs2)N2CCOCC2)c1 (stereo not drawn) | 2.5% | i | 24.0
CC(C)Oc1ccc(C(=O)Nc2nnc(C3=COCCO3)o2)cc1 | -7.2% | i | 49.7
CN(CC(=O)Nc1cccc(F)c1)C(=O)c1cccc(S(=O)(=O)N2CC3(C)CC2CC(C)(C)C3)c1 (stereo not drawn) | 1.6% | i | 25.5
CCc1nnc2n1N=C(c1ccc(Cl)cc1)CS2 | -6.1% | i | 32.9
O=C1c2ccccc2C(=O)c2c1cccc2N(CCO)CCO | -3.8% | i | 60.0
Cc1cc(Br)ccc1NC(=O)CNC(=O)c1ccc(-n2cncn2)c([N+](=O)[O-])c1 | 1.5% | i | 26.3
COc1ccccc1C(=O)NCCC(=O)NNC(=O)c1ccccc1O | -2.5% | i | 53.4
Cc1ccc(S(=O)(=O)N2CCN(C(=O)CCc3nc4ccccc4c(=O)[nH]3)CC2)c(C)c1 | -3.0% | i | 30.9
CCOC(OCC)c1cn(Cc2ccc(C(=O)c3ccccc3)cc2)nn1 | -1.3% | i | 15.2
CC(=O)NCCNC(=O)c1cccc(NS(=O)(=O)c2ccc3c(c2)OCCO3)c1 | 3.8% | i | 33.4
COc1ccccc1C1CCN(Cc2ccc(Cl)c(Cl)c2)CC1 | -4.3% | i | 12.0
CCCn1c(C(C)Nc2nc(-c3ccc(Cl)c([N+](=O)[O-])c3)cs2)nc2cc(Cl)c(N3CCCCC3)cc21 (stereo not drawn) | 0.8% | i | 18.7
Cc1cnc(NS(=O)(=O)c2ccccc2)c(C)n1 | 0.2% | i | 48.5
O=C(OCc1nnc(-c2ccccc2)o1)c1cccc(-n2cnnn2)c1 | -6.0% | i | 48.1
NC(=O)CNCCC(c1ccccc1)c1ccccc1 | -2.8% | i | 28.2

(more compounds)
Compound | Salmonella PhoP GFP | T cell HTS | T cell HTS vesicle-bound %
CC(=O)c1cc(Cl)ccc1OCc1cccc(S(=O)(=O)N2CCOCC2)c1 | 0.4% | i | 47.9
O=C(CCNC(=O)c1ccc(Br)cc1)NCc1ccco1 | -7.8% | i | 53.6
CCC1CCCCN1C(=O)CN1C(=O)c2ccccc2S1(=O)=O (stereo not drawn) | 4.0% | i | 38.7
Cc1ccccc1NS(=O)(=O)c1ccc(C(=O)N2CCN(S(=O)(=O)c3ccccc3)CC2)cc1 | 1.9% | i | 39.8
CCOc1ccc(Cc2nnc(SCC(=O)Nc3ccccc3)n(N)c2=O)cc1 | 9.3% | i | 41.0
Cc1c(C(=O)N2CCOCC2)oc2ccc(Br)cc12 | 0.9% | i | 11.3
O=C(NCCCCc1ccccc1)c1cc([N+](=O)[O-])cc([N+](=O)[O-])c1 | 5.7% | i | 39.8
O=C(NCc1nnnn1-c1cccc(F)c1)c1ccc(S(=O)(=O)N2CCOCC2)cc1 | -5.3% | i | 40.3
Cc1noc(C)c1COc1ccc(C(=O)NNC(=O)c2ccccc2O)cc1 | 0.8% | i | 15.4
O=C(CSc1nnc2ccc(-c3ccccn3)nn12)Nc1ccc(F)cc1F | -1.7% | i | 29.1
CCCCn1c(N)c(N(CCOC)C(=O)CCCc2cccs2)c(=O)[nH]c1=O | -0.5% | i | 49.2
CC(=O)c1cc2c(cc1NC(=O)Cn1nc(C)c(C)c(C#N)c1=O)OCO2 | -7.1% | i | 60.1
CCOc1ccc(OCCC(=O)OCC(=O)N2CCN(S(=O)(=O)c3ccc(C)cc3)CC2)cc1 | 4.6% | i | 49.0
Cc1cc(C)cc(OCC(=O)OC(C)C(=O)Nc2ccc(Cl)cn2)c1 (stereo not drawn) | -0.8% | i | 31.9
Cc1cccc(C)c1NS(=O)(=O)c1cc2c3c(c1)CCN3C(=O)CC2 | -2.9% | i | 34.4
CCN(CC)CCn1c2ccccc2c2nc3ccccc3nc21 | -6.2% | i | 55.0
C=C1CCC2[C@](C)(CO[C@@H]3O[C@H](CO)[C@@H](O)[C@H](O)[C@H]3O)CCC[C@@]2(C)[C@@H]1CCC1=CCOC1=O (stereo partly drawn) | 1.4% | i | 30.1
COc1ccc(CNC(=O)NS(=O)(=O)c2ccc(C)cc2)cc1 | -3.1% | i | 17.9
O=c1ccc(-c2ccccc2)nn1Cc1ccc(Cl)cc1 | -5.3% | i | 61.9
CC(C)C[C@H](NC(=O)[C@H]1N2C(=O)c3ccccc3C2SC1(C)C)C(=O)N[C@@H](Cc1ccccc1)C(=O)O (stereo partly drawn) | -5.6% | i | 58.4
CC(C)(C)OC(=O)NCCCC[C@@H](C(=O)NCCCCCCCCCCC(=O)N1CCN(C(=O)OC(C)(C)C)CC1)n1cc(CCCC(=O)O)nn1 | -0.9% | i | 40.1
CCCCN1C[C@H](Cc2ccccc2)[C@@H](CC(=O)NCc2ccc(OC)cc2)C1=O | -7.0% | i | 24.8
CCCCCN(C(=O)CCC(=O)OC(C)C(=O)NCc1ccccc1)c1c(N)n(CCCC)c(=O)[nH]c1=O (stereo not drawn) | 5.4% | i | 42.7
O=C(O)C1=CCCN(CCON=C(c2ccccc2)c2ccccc2)C1 | -6.8% | i | 28.3
CCc1nc(N2CCN(C(=S)NCCCOC)CC2)c2c3c(sc2n1)CCCC3 | -2.0% | i | 49.6
Cc1ccc(S(=O)(=O)CC(=O)Nc2nccs2)cc1 | -6.2% | i | 25.0
COc1ccc(C(=O)CN2C(=O)NC3(CCCCCC3)C2=O)c(OC)c1 | -1.8% | i | 36.8
O=C(NCc1ccccn1)C1Nc2ccc(OC(F)(F)F)cc2C2C=CCC12 (stereo not drawn) | -12.6% | i | 12.4
O=C(NCCC1CCCCN1S(=O)(=O)c1ccc(Cl)cc1)C(=O)NCc1cccnc1 (stereo not drawn) | 0.1% | i | 27.2
COCCN1CCN(C(=O)C2CCC(=O)N(Cc3ccccc3OC)C2)CC1 (stereo not drawn) | -3.5% | i | 6.3
O=Cc1ccc(OCc2nnc(-c3ccccc3Br)o2)cc1 | 3.5% | i | 21.1
CCN1C(=O)[C@H]2[C@@H](c3ccc(C)cc3)N3C(=O)N(c4ccc(C)cc4)C(=O)[C@@]3(CC)[C@H]2C1=O | 4.0% | i | 53.0
COc1ccccc1NC(=S)NCc1ccccc1 | 0.1% | i | 53.2
Cc1onc(-c2ccccc2)c1C(=O)OCC(=O)NC(=O)c1ccccc1 | -8.6% | i | 23.7
Cc1nnc2ccc(-c3cccc(NS(=O)(=O)c4cc(F)ccc4F)c3)nn12 | 8.2% | i | 23.3
CCc1cccc(NC(=O)CCc2nc3sc4c(c3c(=O)[nH]2)CCCC4)c1 | -7.0% | i | 53.5
O=C(NCc1ccc(F)cc1)c1cnc(Cl)c(Cl)c1 | -0.3% | i | 26.0
C/C(=N\NC(N)=S)C1=CCC2C3CC[C@H]4CC(O)CC[C@]4(C)C3CC[C@]12C (stereo partly drawn) | 0.6% | i | 49.2
O=C(N/C(=C/c1cccc([N+](=O)[O-])c1)C(=O)N1CCCC1)c1ccccc1 | 3.1% | i | 10.1
COc1cc(C2C(C#N)=C(N)N(N(C)C)C3=C2C(=O)CCC3)ccc1O (stereo not drawn) | 3.0% | i | 40.9

Some of the entries above in another layout.
Value order – Salmonella PhoP GFP, T cell HTS, T cell HTS vesicle-bound %
Cc1onc(-c2ccccc2)c1C(=O)OCC(=O)NC(=O)c1ccccc1
  -8.6%, i, 23.7
Cc1nnc2ccc(-c3cccc(NS(=O)(=O)c4cc(F)ccc4F)c3)nn12
  8.2%, i, 23.3
CCc1cccc(NC(=O)CCc2nc3sc4c(c3c(=O)[nH]2)CCCC4)c1
  -7.0%, i, 53.5
O=C(NCc1ccc(F)cc1)c1cnc(Cl)c(Cl)c1
  -0.3%, i, 26.0
C/C(=N\NC(N)=S)C1=CCC2C3CC[C@H]4CC(O)CC[C@]4(C)C3CC[C@]12C (stereo partly drawn)
  0.6%, i, 49.2
O=C(N/C(=C/c1cccc([N+](=O)[O-])c1)C(=O)N1CCCC1)c1ccccc1
  3.1%, i, 10.1
COc1cc(C2C(C#N)=C(N)N(N(C)C)C3=C2C(=O)CCC3)ccc1O (stereo not drawn)
  3.0%, i, 40.9

Bioassay records (PubChem)

This is a subset; count on the stated rates, not on these rows.
